Jurkat NFkB inh: lowers PMA/ionomycin-induced NF-kB signal in Jurkat cells; PMA/ionomycin-induced NF-kB luciferase reporter, luminescence; inhibition, % at 4 µM; actives 0.53% (n = 330,000); AID 435003; in the data active = inhibition above about 50%
TIM10 inh: inhibits growth of TIM10 yeast strain; inhibition, % at 10 µM; actives 1.4% (n = 330,000); S. cerevisiae TIM10 strain growth, BacTiter-Glo luminescence, 24 h;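 active = inhibition of 40% or more at the single tested concentration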;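 also: wild-type TIM10 isogenic control strain grown at permissive 25 °C; 0% = DMSO yeast wells and 100% = minimal medium wells without yeast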
tim10-1 inh: inhibits growth of tim10-1 mutant yeast | S. cerevisiae tim10-1 ts strain growth, BacTiter-Glo, 24 h | inhibition, % at 20 µM | actives 2.2% (n = 330,000);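 active = inhibition of at least 40%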;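 also: mutant grown at 25 °C; 0% = DMSO wells with yeast and 100% = wells holding no yeast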
tim23-1 inh: tim23-1 yeast growth inhibition. S. cerevisiae tim23-1 growth, BacTiter-Glo luminescence, 24 h. inhibition, % at 20 µM. actives 1.3% (n = 330,000);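 active = growth inhibition of the mutant yeast at or above 50%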;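 also: temperature-sensitive mutant grown at 25 °C; plate controls were DMSO-treated mutant yeast for no effect and medium wells lacking yeast for full effect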
XBP1 UPR activ: activators of adaptive arm of unfolded protein response (XBP1); CHO-XBP1 luciferase reporter, IRE1-XBP1 UPR activation, luminescence; percent of tunicamycin response, DMSO as zero; activation, % at 20 µM; actives 0.33% (n = 330,000);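 active = versus positive control, 20 µM dose yields 30% or more activation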;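 also: 100% = tunicamycin at 10 µg/mL and 0% = DMSO only wells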
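Test system: CHO-XBP1 luciferase reporter cells | Buffer or medium: Serum-containing F12 medium, 10% FBS | Schedule: 6 h compound exposure at 37 °C, 5% CO2 | Detection: Steady-Glo luciferase glow luminescence, 10 min after reagent addition | Read-out basis: Activation, % of tunicamycin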
697 NFkB inh: inhibitors of the PMA/ionomycin-induced NF-kB reporter in 697 B cells | 697 B-cell NF-kB luciferase reporter, 16 h | inhibition, % at 4 µM | actives 0.33% (n = 330,000) | AID 435022; in the data active = inhibition above about 35%
Mdm2-MdmX inh: inhibitors of human Mdm2/MdmX interaction; O15151+Q00987; SaOS-2 split-luciferase Mdm2/MdmX complementation, luminescence; AID 485346; inhibition, % at 8 µM; actives 3% (n = 330,000);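 active = inhibition of at least 50% at 8 µM in the primary screen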
Target sequence (O15151 whole entry, looked up): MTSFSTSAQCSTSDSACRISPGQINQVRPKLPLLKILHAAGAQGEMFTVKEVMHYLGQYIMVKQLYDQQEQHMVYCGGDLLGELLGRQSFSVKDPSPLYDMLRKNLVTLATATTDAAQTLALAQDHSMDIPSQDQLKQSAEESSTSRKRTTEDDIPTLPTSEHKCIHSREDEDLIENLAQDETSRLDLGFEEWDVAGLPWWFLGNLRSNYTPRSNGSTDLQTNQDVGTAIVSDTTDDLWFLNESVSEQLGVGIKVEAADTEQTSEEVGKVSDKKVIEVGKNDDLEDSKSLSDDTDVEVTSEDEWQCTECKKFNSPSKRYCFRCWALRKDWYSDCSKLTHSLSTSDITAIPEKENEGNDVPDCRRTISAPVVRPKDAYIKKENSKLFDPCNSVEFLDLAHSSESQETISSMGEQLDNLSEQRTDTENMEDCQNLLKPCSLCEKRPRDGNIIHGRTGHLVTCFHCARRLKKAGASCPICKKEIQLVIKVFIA
Target sequence (Q00987 whole entry, looked up): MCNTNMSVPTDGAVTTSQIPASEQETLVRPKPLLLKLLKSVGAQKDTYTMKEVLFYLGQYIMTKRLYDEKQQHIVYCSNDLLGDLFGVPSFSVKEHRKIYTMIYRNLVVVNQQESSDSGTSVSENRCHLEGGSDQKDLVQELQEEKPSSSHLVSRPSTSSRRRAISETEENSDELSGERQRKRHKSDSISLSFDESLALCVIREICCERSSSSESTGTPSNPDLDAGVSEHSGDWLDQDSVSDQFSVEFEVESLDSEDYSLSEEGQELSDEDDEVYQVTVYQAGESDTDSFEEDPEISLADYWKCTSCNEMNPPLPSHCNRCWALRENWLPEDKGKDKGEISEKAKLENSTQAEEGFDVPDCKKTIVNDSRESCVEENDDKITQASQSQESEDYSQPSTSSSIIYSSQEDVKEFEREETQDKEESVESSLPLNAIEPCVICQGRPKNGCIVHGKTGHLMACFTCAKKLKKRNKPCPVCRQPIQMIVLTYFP
CHOP UPR activ: apoptotic UPR (CHOP) activation; CHO-CHOP luciferase reporter, luminescence; percent of tunicamycin response over DMSO baseline; activation, % at 10 µM; actives 0.34% (n = 330,000); AID 449763;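 active = at 10 µM dose, activation of 40% or more, normalized to positive control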;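 also: 100% = tunicamycin at 10 µg/mL and 0% = DMSO alone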
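Test system: CHO-CHOP cells, stable luciferase reporter of PERK-eIF2a-CHOP signalling | Quantity: 500 CHO-CHOP cells per well | Buffer or medium: F12 plus 10% serum | Compound dosing: 10 µM single point, 0.5% DMSO | Schedule: 6 h compound treatment, 37 °C | Signal: Luciferase luminescence | Control set: Tunicamycin high control, DMSO low control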
* = called active by the depositor. These rows are one share of the data; count on the stated rates, not on these rows.

SMILES | Jurkat NFkB inh | TIM10 inh | tim10-1 inh | tim23-1 inh | XBP1 UPR activ | 697 NFkB inh | Mdm2-MdmX inh | CHOP UPR activ
CCC(=NCc1ccco1)c1c(O)[nH]c(=O)[nH]c1=O | 20 | 7 | 2 | 8 | 0 | 7 | -28 | 0.8
COC(=O)C1=C(c2ccc(C(C)=O)cc2)C[C@@H]2CC[C@H]1N2C(=O)NCCOc1ccccc1Cl | 7 | 17 | 18 | 25 | -2 | 7 | -15 | 0.0
COc1ccc2c(c1)CC1(CN2C)C(=O)NC(=O)N(CCc2ccccc2)C1=O (configuration not stated) | -8 | -11 | 3 | 22 | 0 | -24 | -26 | -0.5
Cc1oc(-c2ccccc2F)nc1CS(=O)CC(=O)N1CCC2(CC1)OCCO2 (configuration not stated) | -8 | 6 | 10 | 10 | -1 | 19 | 13 | 0.2
CCOP(=O)(/C=C(\Cl)c1ccccc1)C(O)c1ccc(F)cc1 (configuration not stated) | 2 | 10 | 11 | 1 | -4 | 8 | 20 | -0.4
Cc1cc(C(=O)O)c(C)n1C1CC1 | 5 | -9 | -20 | 7 | -3 | 16 | 21 | -1.2
COc1ccc(S(=O)(=O)NC(CC(=O)N2CCC3(CC2)OCCO3)c2ccco2)cc1 (configuration not stated) | -4 | 11 | -7 | 2 | -2 | 15 | 6 | -0.5
COCCOC(=O)C1=C(N)Oc2c(c(=O)oc3ccccc23)[C@@]12C(=O)Nc1ccccc12 | 0 | 3 | 9 | 4 | 2 | -3 | -9 | 0.2
FC(F)(F)c1cccc(N2CCNCC2)c1 | 0 | 2 | 1 | -20 | -7 | 6 | 19 | 0.4
CCOC(=O)C1=CC(=C2C(=O)N(CC)C(=S)N(CC)C2=O)c2ccccc2O1 | -9 | 5 | 26 | 12 | -3 | 25 | 18 | -0.9
COc1cc(N2CCOCC2)ccc1/C=C1\C(=O)NC(=O)N(C2CCCCC2)C1=O | -8 | -1 | 18 | 23 | -1 | 0 | 2 | 1.3
COC(=O)C1=C(c2ccccc2OCc2ccccc2)C[C@@H]2CC[C@H]1N2C(=O)NCc1ccc(N(C)C)cc1 | 12 | 8 | 24 | 33 | -3 | 1 | 62* | 15
COC(=O)C1=C(c2cc3ccccc3o2)C[C@@H]2CC[C@H]1N2C(=O)NCCO | 9 | 4 | -3 | -15 | -3 | 9 | 31 | 1.1
CC12CN3CCN(C1)CC(C)(C3)C2=NO | -25 | -2 | -10 | -6 | -5 | 2 | 13 | 0.1
CSc1ccc(C(=O)C2CCCN(Cc3cccnc3)C2)cc1 (configuration not stated) | 4 | -29 | -7 | -6 | -1 | -14 | 5 | 0.6
Cc1cc(C)n(CCOC(=O)C2C(C=C(Cl)Cl)C2(C)C)n1 (configuration not stated) | -6 | 6 | 26 | 25 | 2 | -22 | 12 | -0.7
CCCN1CC[C@@H]2c3cc(O)ccc3CC[C@@H]21 | 13 | 12 | 3 | 9 | -10 | -11 | 7 | 1.5
CN1CCN(CCC(=O)OC2CC3CCC(C2)N3C)CC1 (configuration not stated) | -1 | 4 | -3 | -12 | -2 | 13 | -18 | -1.3
COc1ccc(CN2CC=C(c3ccc(F)cc3)CC2)cc1Br | -15 | 7 | 0 | 9 | 0 | 7 | -19 | -1.2
CC(=O)c1ccc(NC2=NCCCS2)cc1 | 1 | 2 | -6 | 9 | 6 | 0 | -10 | 2.9
O=C(/C=C/c1ccc2c(c1)OCO2)c1c(O)n(CCc2ccccc2)c(=O)[nH]c1=O | 7 | 7 | 0 | 2 | -1 | -15 | 65* | 2.0
CN1CCC2(CC1)CC(NC=O)c1ccccc1O2 (configuration not stated) | -3 | 4 | 10 | 9 | 6 | -30 | 11 | 5.5
COc1cccc(CNCCc2c[nH]c3ccccc23)c1 | -12 | -5 | 14 | 13 | -5 | -19 | 2 | -0.8
CCCCn1c(=O)c(C(=O)NCc2ccc(Cl)cc2)c(O)c2ccccc21 | -3 | -15 | -15 | 8 | -5 | 3 | 52* | 0.7
C[C@]12CCC3C(C[C@@H](O)[C@H]4C[C@@H](O)CC[C@]34C)C1CC[C@@H]2O (some centres not stated) | -3 | 0 | -8 | 0 | 0 | -7 | -9 | 0.6
COc1ccc(CN2C(=O)NC(=O)/C(=C\c3ccco3)C2=O)cc1 | 11 | -8 | 6 | 17 | 4 | -23 | 9 | 0.2
Fc1ccc(CNC2CN3CCC2CC3)cc1 (configuration not stated) | 12 | -4 | 10 | 0 | -1 | 17 | 19 | -1.8
C[C@](N)(CCP(=O)(O)O)C(=O)O | -13 | -5 | -14 | -5 | -8 | -17 | 6 | -1.8
CN=C(SCc1cc2c(cc1Cl)OCO2)c1c(O)n(C)c(=O)n(C)c1=O | 0 | 7 | 24 | 18 | 0 | -40 | -1 | -2.7

Part of the list above, reformatted:
canonical_smiles	Jurkat NFkB inh	TIM10 inh	tim10-1 inh	tim23-1 inh	XBP1 UPR activ	697 NFkB inh	Mdm2-MdmX inh	CHOP UPR activ
CN=C(SCc1cc2c(cc1Cl)OCO2)c1c(O)n(C)c(=O)n(C)c1=O	0	7	24	18	0	-40	-1	-2.7
CC(=O)c1ccc(NC2=NCCCS2)cc1	1	2	-6	9	6	0	-10	2.9
COc1cccc(CNCCc2c[nH]c3ccccc23)c1	-12	-5	14	13	-5	-19	2	-0.8
CN1CCN(CCC(=O)OC2CC3CCC(C2)N3C)CC1 (configuration not stated)	-1	4	-3	-12	-2	13	-18	-1.3
COCCOC(=O)C1=C(N)Oc2c(c(=O)oc3ccccc23)[C@@]12C(=O)Nc1ccccc12	0	3	9	4	2	-3	-9	0.2
C[C@]12CCC3C(C[C@@H](O)[C@H]4C[C@@H](O)CC[C@]34C)C1CC[C@@H]2O (some centres not stated)	-3	0	-8	0	0	-7	-9	0.6

As a working copy, some entries already given:
SMILES | Jurkat NFkB inh | TIM10 inh | tim10-1 inh | tim23-1 inh | XBP1 UPR activ | 697 NFkB inh | Mdm2-MdmX inh | CHOP UPR activ
Cc1oc(-c2ccccc2F)nc1CS(=O)CC(=O)N1CCC2(CC1)OCCO2 (configuration not stated) | -8 | 6 | 10 | 10 | -1 | 19 | 13 | 0.2
CCOP(=O)(/C=C(\Cl)c1ccccc1)C(O)c1ccc(F)cc1 (configuration not stated) | 2 | 10 | 11 | 1 | -4 | 8 | 20 | -0.4
Cc1cc(C(=O)O)c(C)n1C1CC1 | 5 | -9 | -20 | 7 | -3 | 16 | 21 | -1.2
COc1ccc(S(=O)(=O)NC(CC(=O)N2CCC3(CC2)OCCO3)c2ccco2)cc1 (configuration not stated) | -4 | 11 | -7 | 2 | -2 | 15 | 6 | -0.5

Source: PubChem BioAssay (Sanford-Burnham Center for Chemical Genomics)
